A-T KAP1 phos = candidate therapy for ataxia-telangiectasia; […] A-T fibroblasts, KAP-1 phosphorylation AlphaLISA; neocarzinostatin DNA damage 30 min before lysis; Potency, µM (top dose mostly 57.5 µM), for inactives: at the top dose activation, usual class: activators; hit rate 0.19% among 320,000; AID 485349; also: potency is read from the fitted curve at half-maximal effect; % of control where 0% means no effect; nearly all actives have a fitted effect of over 45% in size
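hTERT-immortalized A-T patient fibroblasts ([…]), 500 cells/well in OPTI-MEM, 1% FBS, got compounds for 60 min, then NCS for 30 min at 37C. Lysates were then assayed for phospho-KAP-1 by AlphaLISA (anti-pKAP1 donor, anti-KAP1 acceptor beads), 6 hr at 25C.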
ASM inhibitor = human S-ASM enzyme inhibition; Potency, µM (titrated, usually from 57.5 µM), inactives show at the highest dose activity change, negative = inhibition, actives largely listed as inhibitors; hit rate 0.006% among 340,000; placental ASM, HMU-PC fluorogenic substrate, 60 min; also: potency is read from the fitted curve at half-maximal effect
Target sequence (P17405 47-631 limits assumed): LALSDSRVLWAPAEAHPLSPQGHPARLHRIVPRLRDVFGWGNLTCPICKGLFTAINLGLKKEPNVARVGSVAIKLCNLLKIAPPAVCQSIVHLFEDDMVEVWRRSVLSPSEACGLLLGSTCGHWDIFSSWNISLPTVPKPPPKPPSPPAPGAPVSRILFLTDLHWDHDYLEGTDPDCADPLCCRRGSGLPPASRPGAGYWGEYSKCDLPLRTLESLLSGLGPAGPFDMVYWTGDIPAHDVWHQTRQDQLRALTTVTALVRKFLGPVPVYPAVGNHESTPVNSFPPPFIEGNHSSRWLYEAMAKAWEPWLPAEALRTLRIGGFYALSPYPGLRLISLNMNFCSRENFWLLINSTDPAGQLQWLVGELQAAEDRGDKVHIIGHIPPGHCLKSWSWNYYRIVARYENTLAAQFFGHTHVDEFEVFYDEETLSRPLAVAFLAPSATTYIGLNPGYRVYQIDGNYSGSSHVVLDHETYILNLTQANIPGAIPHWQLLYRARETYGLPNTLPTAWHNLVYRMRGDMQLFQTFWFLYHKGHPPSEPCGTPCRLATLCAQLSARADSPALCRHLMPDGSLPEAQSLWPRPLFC
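Steps: dispense placental human ASM, pin compound, wait 10 min at room temperature, add HMU-PC0 substrate at 9 uM final, incubate 60 min at 37 °C, add stop solution raising pH to 10, read fluorescence.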
TCR activator = T cell receptor activation; primary human leukocytes, anti-CD3, IL-2 HTRF, 48 h; Potency, µM (series often up to 9.22 µM), for the others: at the top dose activation of IL-2 secretion, actives largely listed as activators; 330,000 tested, under 10 active; AID 504894; also: % of control where 0% means no effect
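Readout: HTRF IL-2, Eu-cryptate/d2 antibody pair, 320nm excitation, 665nm emission. Stimulus: a-CD3 beads, no co-stimulation. Cells: primary human leukocytes. Exposure: 48 hr with compound.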
Tb PFK block = blocks T. brucei phosphofructokinase; Potency, µM (series often up to 57.5 µM), inactives show top-dose activity, negative = inhibition, usual class: inhibitors; hit rate 0.17% among 330,000; T. brucei PFK, ADP-Glo luminescence;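 also: potency is read from the fitted curve at half-maximal effect; 0% = uninhibited 1x PFK enzyme wells and -100% = no-enzyme wells; nearly all actives have a fitted effect of over 60% in size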
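ADP-Glo luminescence quantified ADP after 45 min at room temperature, with 1.25 nM T. brucei PFK, 0.1 mM ATP and 0.5 mM fructose-6-phosphate in pH 8.0 TEA buffer. qHTS titrations up to 57 µM; curves classified by quality.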
PTAP TSG101 blk = blocks PTAP/TSG101 interaction to inhibit HIV-1 budding; Fluorescence polarization, FITC-PTAP peptide / Tsg101 binding; Potency, µM (series often up to 115 µM), inactives show at the highest dose activity change, negative = inhibition, most hits filed as inhibitors; 340,000 tested, under 10 active; active = well fitted inhibition curve with a large enough effect in the main read-out, with a control signal flat, not every such curve was filed as active; inconclusive = small, poorly fitted or top-dose-only effect, or effect the other way, or a change in a side signal; inactive = no such curve, though single readings can be large or run the other way; also: potency is read from the fitted curve at half-maximal effect; % of control where 0% means no effect
Target sequence (Q99816 whole entry, looked up): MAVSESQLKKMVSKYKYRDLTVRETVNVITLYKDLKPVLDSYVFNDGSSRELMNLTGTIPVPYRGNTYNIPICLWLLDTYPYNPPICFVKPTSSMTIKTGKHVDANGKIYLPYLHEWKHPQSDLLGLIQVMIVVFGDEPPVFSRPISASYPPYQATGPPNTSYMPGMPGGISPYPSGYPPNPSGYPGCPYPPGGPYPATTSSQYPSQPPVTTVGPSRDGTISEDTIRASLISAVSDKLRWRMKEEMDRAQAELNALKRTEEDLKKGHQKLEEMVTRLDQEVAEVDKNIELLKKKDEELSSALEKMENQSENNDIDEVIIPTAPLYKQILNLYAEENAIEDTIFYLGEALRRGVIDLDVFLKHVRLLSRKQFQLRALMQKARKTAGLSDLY
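FP read-out: FITC-PTAP peptide, 50 nM final, binding Tsg101 binding domain, 10 uM final; 20 min, r.t.; 10 mM HEPES pH 7.5, 0.15 M NaCl, 0.01% Tween 20, 3 mM EDTA, 0.1 mM TCEP.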
Chronic BCR inh = inhibitors of chronic active B-cell receptor signaling. Potency, µM (series often up to 46.1 µM), without a hit: top-dose ratio change, negative = lower green/red ratio, most hits filed as inhibitors. ABC-DLBCL IkBa-CBG/CBR reporter, luminescence ratio, 4 h. hit rate 0.05% among 340,000; active = well fitted inhibition curve with a large enough effect in the signal ratio, with a control signal flat, not every such curve was filed as active; inconclusive = small, poorly fitted or top-dose-only effect, or effect the other way, or a change in a side signal; the % refers to the signal ratio;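 also: potency is read from the fitted curve at half-maximal effect; plate controls were basal doxycycline-induced cells for no effect and cells given 10 µM MG132 for full effect; MG132 reads +100%, hits lower the ratio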
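Doxycycline induced both beetle luciferases in TMD8 lymphoma cells; IKK-driven degradation limits the IkappaBalpha-fused green signal, while red luminescence normalises for cell number and nonspecific effects. Compounds tested up to 46 uM, 4 hrs.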
TSHR antag = blocks TSH signaling through the human TSH receptor. P16473. TSHR-expressing cells, TSH-stimulated cAMP HTRF, 2 h; hits give low values. activity change, negative = inhibition, % at 11.5 µM. hit rate 0.2% among 330,000;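 active = activity change below a set negative limit, meaning inhibition stronger than a set level, cut at about -70% in these data; inconclusive = activity change between two set negative limits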; also: % is scaled to controls: 0 for no effect and ±100 for the full control effect
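Cell-based HTRF cAMP assay; TSHR cells + compound, TSH EC80 (4nM final), 2 h, 37 deg C. Lysis with anti-cAMP cryptate and cAMP-d2, 30 min RT, read 665/620 nm.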
Eya2 phos inh = Eya2 (human) phosphatase inhibition | Potency, µM (titrated, usually from 76.9 µM), for the others: at the top dose activity, negative = inhibition, usual class: inhibitors | recombinant Eya2, OMFP fluorescence dephosphorylation (OMFP is methylfluorescein phosphate) | O00167 | hit rate 0.006% among 330,000; also: potency is read from the fitted curve at half-maximal effect; % is scaled to controls: 0 for no effect and ±100 for the full control effect
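Eya2 protein (added as 0.2 uM solution) was preincubated with compound for 10 min at ambient temperature in 50 mM HEPES pH 7.5, 50 mM NaCl, 5 uM MgCl2, 0.05% BSA, 1 mM DTT. OMFP (added at 50 uM) then reacted 10 min; fluorescence read at 485/525 nm.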
ELG1 DNA repair = inhibitors of ELG1-dependent DNA repair in HEK293T cells. Potency, µM (highest dose often 46.1 µM), without a hit: at the highest dose activity change, negative = inhibition, actives largely listed as inhibitors. HEK293T ELG1-luciferase reporter, luminescence, 16 h; DNA damage induced by 5-fluorouridine. hit rate 2.3% among 330,000; also: potency is read from the fitted curve at half-maximal effect; % is scaled to controls: 0 for no effect and ±100 for the full control effect; nearly all actives have a fitted effect of over 55% in size
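Overnight (16 hr) co-exposure of 2,000 cells/well to 5-fluorouridine and compound at 37 °C preceded detection. Luciferase was quantified via ONE-Glo luminescence; loss of signal denotes inhibition.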
Mito fusion yeast = blocks mitochondrial division or promotes mitochondrial fusion; S. cerevisiae fusion-defective mutant growth rescue, CellTiterGlo 48 h; AID 485298; hit rate 0.23% among 320,000; Potency, µM (series often up to 46.1 µM), for the others: top-dose growth rescue (activation), most hits filed as activators;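 also: potency is read from the fitted curve at half-maximal effect; % of control where 0% means no effect; nearly all actives have a fitted effect of over 45% in size; temperature-sensitive fusion mutants such as fzo1-1 at 37 °C on non-fermentable ethanol glycerol medium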
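Growth-rescue viability read-out: after 48 h at the non-permissive 37C in glycerol/ethanol YPEG, yeast mitochondrial fusion mutants are measured by CellTiterGlo luminescence; compounds (23 nl pinned per well) restoring growth score as division inhibitors or fusion activators.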
a7 integrin act = integrin-mediated muscular dystrophy alleviation activation; alpha7betagal myoblasts, beta-gal FDG fluorescence, 48 h; Potency, µM (titrated, usually from 38.3 µM), for the others: at the highest dose activation, most hits filed as activators; hit rate 0.064% among 350,000; AID 624291;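 also: potency is read from the fitted curve at half-maximal effect; 100% = response of the positive control SU9516; nearly all actives have a fitted effect of over 60% in size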
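alpha7betagal+/- myoblasts (passage 13, 250/well) treated 48 h at 37C with compounds at 1:260 dilution of DMSO stock. Lysed, then beta-galactosidase activity read as FDG fluorescence (ex 480/em 540) after 30 min, with pre-read for autofluorescence.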
An asterisk follows results filed as active; u = inconclusive; x = not tested or not shown; [ ] = another dose, or the depositor's remark. Unless noted, calls follow the shape of the dose curve; as a rule, active = well fitted curve in the direction sought with a large enough effect; inconclusive = small, poorly fitted or top-dose-only effect, or another doubt; inactive = no such curve, though single readings can be large; an effect the other way counts as inactive or inconclusive. Random draw from the library. About 3.2% of those tested had a hit in this group.

Value order: A-T KAP1 phos | ASM inhibitor | TCR activator | Tb PFK block | PTAP TSG101 blk | Chronic BCR inh | TSHR antag | Eya2 phos inh | ELG1 DNA repair | Mito fusion yeast | a7 integrin act
CCCCc1c(O)nc(SCC(=O)c2ccccc2)n(-c2ccccc2OC)c1=O
  2% | 0% | 2% | 2% | -1% | -13% | -6 | -22% | -2% | 2% | -27%
CCn1c(C)nc2cc(C(=O)NNC(=O)Nc3ccc(Cl)cc3)ccc21
  1% | -7% | 3% | 3% | 2% | -1% | 0 | -1% | u | 6% | -5%
O=C(Nc1cc(Cl)cc(Cl)c1)c1coc(=O)c(Br)c1
  -9% | x | -1% | u | -1% | u | 19 | -3% | 16% | 2% | 0%
C=C(C)C1CC=C(C)/C(=N\NC(=O)CNc2ccccc2OC)C1 (centres undefined)
  3% | 2% | -4%[46.1 µM] | 0% | -1% | u | 0 | -1% | -9% | 25% | 2%
O=C1c2ccccc2C(=O)N1CC1=NCCc2ccccc21
  -7% | 4% | -1% | -1% | -1% | 0% | 31 | 6% | 9% | -6% | 24%
CCc1nnc(NC(=O)CC(C)c2ccccc2)s1 (centres undefined)
  -29% | -1% | -2% | 5% | -9% | 5% | -6 | -6% | 26% | 3% | 6%
Cc1occc1C(=O)N(Cc1nc(-c2ccccc2)no1)C(C)C
  5% | 11% | -2% | 0% | 2% | 0% | -13 | -4% | 8% | 15% | 31%
COc1ccc(OCc2cc(C(=O)N3CCN(CC(=O)N(C)C)CC3)no2)c(Cl)c1
  0% | 4% | -3% | 2% | -4% | 0% | 3 | -6% | 0% | -8% | 12%
CC1CCN(C(=O)COC(=O)CCc2c[nH]c3ccccc23)CC1
  -2% | -1% | 2% | -3% | -5% | 6% | 10 | 11% | 1% | -2% | -5%
Cc1ccc(CC2S/C(=N/c3ccccn3)NC2=O)cc1 (centres undefined)
  -1% | 1% | -5% | -5% | -3% | 21% | -2 | 15% | u | -4% | -19%
CCOC(=O)c1ccc(N2C(=O)C=CC2=O)cc1
  -7% | 1% | 1% | u | -4% | u | 4 | 1% | -1% | -7% | -70%[inhibitor]
Cc1noc(C)c1C(=O)N1CCCc2ccccc21
  -6% | 1% | 5% | 8% | -6% | 2% | 20 | -6% | 28% | 7% | -35%
O=C(NCc1ccccc1)C1CCCN(S(=O)(=O)c2ccc(Br)cc2)C1 (centres undefined)
  4% | 7% | 9% | -1% | 3% | 0% | 16 | 7% | -5% | 1% | 32%
C=C1C(C(=O)Nc2ccc(F)cc2)C1C(=O)Nc1ccc(F)cc1 (centres undefined)
  -1% | -6% | 0% | -1% | -1% | 2% | 22 | -1% | 23% | 3% | 13%
Nc1nc(NCCOCCO)nc(NCc2ccccc2)c1[N+](=O)[O-]
  -9% | 0% | -7% | -6% | -1% | -12% | 12 | -3% | -8% | -1% | 12%
CC(NC(=O)Cc1ccc(F)cc1)C(c1cccs1)N1CCN(C)CC1 (centres undefined)
  -2% | 6% | 5%[46.1 µM] | 0% | -1% | u | 2 | -1% | 24% | -3% | 27%
Cn1cc(CCNCc2cn[nH]c2-c2ccc(-c3ccccc3)cc2)cn1
  -2% | 1% | 2% | 2% | 5% | 0% | -3 | 15% | u | -2% | -64%[inhibitor]
O=C(COC(=O)c1ccc(O)cc1)NC(=O)NCc1ccccc1
  -8% | 2% | -2% | 2% | -1% | 0% | -10 | 5% | -3% | 2% | -21%
Cc1cccc(-n2c(C)cc(C=C(C#N)C#N)c2C)c1
  0% | 12% | 1%[46.1 µM] | -3% | -4% | 0% | 7 | -6% | 20% | -1% | u
COc1ccc(CNC(=O)COC(=O)c2ccc3ncsc3c2)cc1OC
  2% | 0% | -6% | -3% | -2% | 16% | -11 | 2% | 1% | -6% | 40%
COc1cccc(OC)c1C(=O)NC(C)C12CC3CC(CC(C3)C1)C2 (centres undefined)
  0% | 1% | -9% | 0% | -1% | 1% | 2 | -21% | -32% | 2% | -3%
COc1cc(OC)c(OC)cc1/C=N/n1c(-c2n[nH]c3c2CCC3)n[nH]c1=S
  -7% | 5% | 8% | -3% | -1% | u | -12 | 5% | u | 1% | -2%
O=C(NCc1cccnc1)c1ccc(COc2ccc(Cl)cc2Cl)o1
  -5%[11.5 µM] | 3% | 0% | -2% | -5% | 4% | -12 | 3% | u | 12% | 12%
CC1CCN(c2cc(N)c(Cl)cc2[N+](=O)[O-])CC1
  5% | -21% | 6% | -1% | -3% | u | -6 | -10% | 29% | -8% | u
COc1ccc(-c2cc(=Nc3c(C)n(C)n(-c4ccccc4)c3=O)c3ccccc3o2)cc1
  -3% | -1% | 0% | 9% | 1% | u | -8 | 6% | u | 20% | -10%
C=CCC[C@H](Cc1ccc(F)cc1)C(=O)OC[C@H](Cc1c[nH]c2ccccc12)NC(=O)[C@H](CC=C)CC(=O)NCCO
  2% | -12% | 2% | -3% | x | -2% | -2 | -2% | -14% | x | -35%
COc1cc2sc(-c3ccc(S(C)(=O)=O)cc3)c(C(=O)NCCCCO)c2cc1OC
  -8% | 96%[activator] | -2% | 1% | x | u | -9 | 2% | u | x | -18%
COc1ccc(OC)c(NC(=O)c2cc(-c3cc(C)c(C)cc3O)n[nH]2)c1
  3% | 1% | 9% | 5% | 0% | u | -3 | 3% | u | 0% | 10%
CCN(CC)S(=O)(=O)c1ccc2c(c1)c(=O)c(C(=O)NCc1ccco1)cn2C
  10% | -2% | 6% | -3% | -1% | -1% | -9 | -7% | u | -1% | 12%
Cc1c(-c2nc(N)nc(Nc3ccccc3)n2)oc2ccccc12
  7% | 7% | -3% | 0% | -1% | u | -10 | -6% | u | 14µM* | -4%
Cc1ccc(C(O)P(=O)(OC2CCCCC2)OC2CCCCC2)cc1 (centres undefined)
  -6% | -4% | 3% | -6% | -1% | -18% | -7 | -9% | -13% | 10% | -3%
c1ccc(CCNc2nc3ccccc3n3nnnc23)cc1
  -2% | 0% | 1% | -7% | 0% | u | 6 | -2% | u | -4% | 18%
CCCC(=O)NNC(=O)CCC(=O)NCc1ccccc1
  7% | 5% | -3% | 5% | -6% | 9% | 11 | 10% | 12% | -4% | 21%
O=C(CN1C(=O)c2ccccc2S1(=O)=O)NCc1ccco1
  -2% | -3% | 3% | -2% | -3% | 2% | -3 | -1% | u | 3% | -13%

Screens as filed in PubChem BioAssay.
